# CCR6 antag – blocks CCL20-driven beta-arrestin recruitment at human CCR6; actives 0.49% (n = 340,000); CHO-K1 CCR6 PathHunter beta-arrestin, luminescence, CCL20-stimulated; P51684; AID 493098; inhibition, % at 20 µM;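 active = compounds whose inhibition of the agonist-driven luminescence signal at 20 µM reaches about 50%, limit read from the data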;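 note: cells stimulated with CCL20 at 14 nM final; plate controls were DMSO with CCL20 for no effect and DMSO without agonist for full effect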
# APJ ag – agonists of human APJ apelin receptor. P35414. CHO-K1 APJ PathHunter beta-arrestin, luminescence; 0% DMSO wells, 100% apelin. activation, % at 20 µM. actives 0.11% (n = 330,000). AID 2520;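 active = activation more than six SD over the plate average, tested at 20 µM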;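 note: 0% = DMSO alone and 100% = apelin-13 at 10 nM; some results filed as inactive read as strong as hits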
# Target sequence (P35414 whole entry, looked up): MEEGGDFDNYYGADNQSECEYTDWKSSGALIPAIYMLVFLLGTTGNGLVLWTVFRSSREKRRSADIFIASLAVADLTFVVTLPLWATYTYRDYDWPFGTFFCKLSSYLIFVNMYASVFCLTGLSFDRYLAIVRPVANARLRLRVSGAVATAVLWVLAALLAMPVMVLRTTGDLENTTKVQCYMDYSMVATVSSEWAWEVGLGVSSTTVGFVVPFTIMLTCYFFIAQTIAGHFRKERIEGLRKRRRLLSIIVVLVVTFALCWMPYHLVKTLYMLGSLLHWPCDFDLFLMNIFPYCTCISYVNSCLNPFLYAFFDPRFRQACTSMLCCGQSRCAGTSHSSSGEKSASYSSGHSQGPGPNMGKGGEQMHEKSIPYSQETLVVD
#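 Assay system: CHO-K1 cells stably expressing ProLink-tagged human APJ and arrestin–beta-gal acceptor. Compound dosing: 20 µM single point, 1% DMSO. Times: 16-18 h seeding, 90 min dark compound exposure, 60 min detection. Detection: beta-gal luminescence. Evaluation: APJ–arrestin association signal. Controls: negative DMSO alone, positive Apelin-13 at 10 nM.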
# EBI2 antag – antagonists of human EBI2 receptor; actives 0.81% (n = 360,000); P32249; inhibition, % at 5 µM; EBI2 beta-arrestin recruitment, luminescence, 7a,25-OHC stimulated; in the data active = inhibition above about 38%;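 note: enzyme fragment complementation signal reports receptor beta-arrestin coupling in cells; 0% = agonist plus DMSO wells and 100% = wells without agonist; some results beyond the cut were filed as inactive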
# CXCR6 inh – inhibitors of human CXCR6 receptor; O00574; actives 0.36% (n = 360,000); CHO-K1 PathHunter CXCR6 beta-arrestin, luminescence; AID 602244; inhibition, % at 20 µM; in the data active = inhibition above about 34%, passing the limit was not always enough;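 note: antagonist mode with CXCL16 agonist at 10 nM final; 0% = 10 nM CXCL16 with DMSO and 100% = unstimulated wells without agonist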
# Gli-Sufu block – blocks Gli-Sufu signaling in a luciferase reporter; Sufu-KO-LIGHT fibroblasts, Gli luciferase reporter luminescence; actives 0.74% (n = 340,000); inhibition, % at 5 µM;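 active = inhibition above about 55%, limit read from the data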;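 note: 0% = DMSO-treated cells and 100% = wells with medium but no cells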
# UBC13 polyUb – blocks human UBC13 polyubiquitin chain formation. TR-FRET. inhibition, % at 20 µM. actives 0.47% (n = 330,000). P61088. AID 485273; in the data active = inhibition above about 45%, passing the limit was not always enough
# Target sequence (P61088 whole entry, looked up): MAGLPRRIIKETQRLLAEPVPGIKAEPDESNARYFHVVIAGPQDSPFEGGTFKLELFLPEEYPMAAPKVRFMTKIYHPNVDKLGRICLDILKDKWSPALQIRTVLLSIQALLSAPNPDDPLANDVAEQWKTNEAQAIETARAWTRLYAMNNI
# ATG4B inhibitor – inhibitors of human ATG4B cysteine protease. Q9Y4P1. ATG4B cleavage of LC3-PLA2, NBD-HPC fluorescence, 1 h. inhibition, % at 8.33 µM. actives 0.51% (n = 340,000); in the data active = inhibition above about 40%
# Target sequence (Q9Y4P1 whole entry, looked up): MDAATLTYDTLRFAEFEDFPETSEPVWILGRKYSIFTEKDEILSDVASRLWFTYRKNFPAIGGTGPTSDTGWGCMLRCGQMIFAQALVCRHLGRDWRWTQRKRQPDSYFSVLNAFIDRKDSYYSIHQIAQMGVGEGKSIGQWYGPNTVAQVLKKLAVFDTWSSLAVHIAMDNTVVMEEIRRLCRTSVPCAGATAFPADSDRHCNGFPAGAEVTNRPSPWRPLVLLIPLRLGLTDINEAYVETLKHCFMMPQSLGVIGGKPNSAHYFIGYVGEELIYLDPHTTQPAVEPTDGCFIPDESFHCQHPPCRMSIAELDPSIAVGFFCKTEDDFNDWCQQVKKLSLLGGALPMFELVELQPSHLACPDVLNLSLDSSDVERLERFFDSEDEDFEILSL
# APJ antagonist – antagonists of human APJ apelin receptor. P35414. CHO-K1 APJ beta-arrestin complementation, luminescence. inhibition, % at 20 µM. actives 0.32% (n = 330,000). AID 2521;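 active = inhibition above about 40% at 20 µM, limit read from the data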;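 note: cells challenged with 10 nM apelin-13 agonist together with compound; plate controls were apelin-13 plus DMSO wells for no effect and DMSO wells lacking apelin-13 for full effect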
# * marks the source's active call; other numbers are inactive results; nt = not tested or not shown. Rows were taken by chance; any-hit rate near 3%.
Molecule,EBI2 antag,CCR6 antag,ATG4B inhibitor,Gli-Sufu block,CXCR6 inh,APJ ag,APJ antagonist,UBC13 polyUb
CC1CN(c2cc(=O)n(Cc3ccc(F)cc3)c(=O)[nH]2)CC(C)O1 (stereo unspecified),-7,13,-2,-1,-14,6,-1,-4
COCCNC(=O)c1oc2ccc3c(c2c1C)C(O)CC(C)(C)O3 (stereo unspecified),-2,15,1,7,5,-1,12,11
CCCCN(C(=O)c1cccc(S(=O)(=O)N2CCN(C)CC2)c1)c1c(N)n(CCCC)c(=O)[nH]c1=O,-5,10,-10,-2,2,0,-35,0
O=C(O)c1cnc(-c2ccccc2)nc1Sc1ccccc1,2,2,3,-9,-8,10,-9,0
CN1CCSc2ccc(C(=O)NCc3cccc(Br)c3)cc21,6,-1,41*,21,-5,-1,-3,19
Cc1nn(-c2ccc(Cl)cc2)c2sc(C(=O)N3CCN(c4ccccn4)CC3)cc12,19,-11,-8,-4,3,4,7,9
CCN1CCn2c3c(c4cc(C)ccc42)CCCC31 (stereo unspecified),-6,5,2,-22,-20,-4,-7,-1
O=C(CCCN1C(=O)S/C(=C\C=C\c2ccccc2)C1=O)Nc1ccc(C(=O)O)cc1,5,11,3,-22,8,0,0,-14
CC(C)N1CCN(S(=O)(=O)c2ccc3ccccc3c2)CC1,6,8,3,9,-2,-1,-6,-9
COc1ccccc1N(C)S(=O)(=O)c1ccc(C(=O)NNC(=O)c2ccccc2O)cc1,0,14,3,14,2,-7,8,-1
Cc1nc2ccc(S(=O)(=O)NCC(=O)N(C)Cc3ccccc3)cc2s1,5,10,-10,1,-3,-4,-6,-6
O=C(O)CNS(=O)(=O)c1ccc2c3c(cccc13)C(=O)N2,2,-15,9,-20,-6,-1,-3,-7
CC(OC(=O)c1oc2ccccc2c1COc1ccccc1)C(N)=O (stereo unspecified),4,8,17,-4,-3,-3,10,9
Cc1cc(N2CCC(C(=O)N3CCN(c4cccc(C)c4C)CC3)CC2)n2ncnc2n1,3,15,4,24,3,0,34,-7
CC(C)C(NS(=O)(=O)c1ccc2c(c1)oc(=O)n2C)C(=O)N1CCN(C2CCCCC2)CC1 (stereo unspecified),-1,-15,-1,34,4,-2,-5,6

# Some values from the results shown.
# COCCNC(=O)c1oc2ccc3c(c2c1C)C(O)CC(C)(C)O3 (stereo unspecified) @ APJ ag: -1
# Cc1nn(-c2ccc(Cl)cc2)c2sc(C(=O)N3CCN(c4ccccn4)CC3)cc12 @ CXCR6 inh: 3
# Cc1cc(N2CCC(C(=O)N3CCN(c4cccc(C)c4C)CC3)CC2)n2ncnc2n1 @ ATG4B inhibitor: 4
# CN1CCSc2ccc(C(=O)NCc3cccc(Br)c3)cc21 @ EBI2 antag: 6

# (listing goes on)
Molecule,EBI2 antag,CCR6 antag,ATG4B inhibitor,Gli-Sufu block,CXCR6 inh,APJ ag,APJ antagonist,UBC13 polyUb
CC(C)(C)n1nnnc1C(c1ccc(Cl)cc1)N1CCSCC1 (stereo unspecified),3,7,-1,-8,5,-3,-3,-9
O=C(NCCS(=O)(=O)NCc1ccccc1Cl)c1ccc2c(c1)OCO2,-9,-1,-4,-7,-2,-3,18,5
CCOc1ccc(NC(=O)Nc2cnccn2)cc1,-3,1,-3,-28,-6,-5,1,-8
CC(=O)NC(Cc1c[nH]c2ccccc12)C(=O)N1CCN(S(=O)(=O)c2ccccc2)CC1 (stereo unspecified),-16,-1,-7,7,-7,-4,-3,-5
Cc1ccc(-c2nc(CSCC(=O)N3CCCC3)c(C)o2)cc1,5,-1,0,1,-5,-2,10,8
CC(CNC(=O)C(=O)NC(C)CCc1ccccc1)Cc1ccccc1 (stereo unspecified),1,6,-5,-4,-1,-3,-3,-2
Cc1cc(C)n(-c2ncc3c(n2)N(CCO)CCOC3=O)n1,-8,-3,-11,0,-5,0,1,-4
Cc1cnc(C(=O)OCC(=O)Nc2cccc(S(=O)(=O)N3CCOCC3)c2)cn1,1,0,1,-8,5,-1,-5,10
Cc1cc(Cl)ccc1NC(=O)Cn1cncn1,-10,5,6,-15,-2,-2,-12,-4
O=C(NCc1ccccc1)c1ccc(-c2ccccc2C(F)(F)F)o1,-11,12,16,-9,0,5,6,3
O=C(CC(O)(CC(=O)OCc1ccccc1)C(=O)OCc1ccccc1)OCc1ccccc1,12,13,7,-18,2,nt,nt,nt
O=C(NCc1ccccn1)c1cc(-c2ccncc2)nc2ccccc12,-15,5,-10,-1,-8,-3,-4,-7
CCOc1cccc2sc(N(CCN(C)C)C(=O)CCS(=O)(=O)c3ccccc3)nc12,11,7,-2,3,0,-7,-32,11
O=C(c1ccc2c(=O)n(-c3ccccc3)c(=S)[nH]c2c1)N1CCCCC1,-7,6,-10,60*,5,-1,7,-11
Cc1onc(-c2c(F)cccc2Cl)c1C(=O)NCCN1CCNC1=O,0,-2,0,-1,0,-7,17,8

# (next part)
Molecule,EBI2 antag,CCR6 antag,ATG4B inhibitor,Gli-Sufu block,CXCR6 inh,APJ ag,APJ antagonist,UBC13 polyUb
COc1ccc(/C=C/c2nc(C#N)c(NCCN(C)C)o2)cc1OC,1,6,-1,5,5,4,1,0
COC(=O)c1cc(C(=O)N2CCN(c3cccc(Cl)c3)CC2)cc([N+](=O)[O-])c1,6,11,-3,17,-2,1,8,1
CCC(CC)C(=O)Nc1cccc(C(=O)Nc2ccc(S(=O)(=O)Nc3ccc(C)cc3)cc2)c1,13,-9,-3,7,-1,1,10,-2
O=C(Cc1cccc(NC(=O)C2CCN(C(=O)CCc3ccccc3)CC2)c1)Nc1cccc(C(=O)N2CCOCC2)c1,10,4,-1,8,-8,nt,nt,nt
Cc1cnc(NC(=O)Nc2ccc(Cl)cc2)s1,4,2,-3,76*,-6,-2,-7,3
C#CCNC(=O)C1=C[C@@H](c2coc3ccccc3c2=O)C[C@@H](OCc2ccc(CO)cc2)O1,0,-1,-13,-5,5,2,-1,9
O=C(CSc1n[nH]c(=O)n1C1CC1)N1N=C(c2ccc(Cl)cc2)CC1c1ccco1 (stereo unspecified),-4,-14,-8,3,1,-4,-17,12
Nc1nc(SCc2ccc(Br)cc2)c2ncn(C3OC(CO)C(O)C3O)c2n1 (stereo unspecified),3,6,0,3,2,nt,nt,nt
Cc1cccc(NC(=O)CCNS(=O)(=O)c2cccc3nonc23)c1,1,6,-3,8,2,0,-1,4
COC(=O)c1cc(COC(=O)c2ccc3ccccc3n2)oc1C,-9,27,18,20,4,-5,9,1
CC(/C=C/c1ccccc1)=N\Nc1nc(C)cc(C)n1,-7,13,-1,-16,6,-2,17,-5
Cc1nc2ccc(NC(=O)c3ccccc3)cc2s1,13,18,-6,-71,7,-4,-4,0
C/C(CC(=O)NCCN1CCOCC1)=N\NC(=O)c1ccncc1,-21,5,1,8,-10,1,-19,-1
Cc1ccc2oc(-c3cccc(NC(=O)c4ccc(Br)o4)c3)nc2c1,1,0,3,-10,5,-1,-13,-10
C=CCN(C(=O)Cn1ncc2c1-c1cc(C)ccc1OC2)c1ccccc1,9,17,-12,2,-4,-4,-46,3

# Next compounds
Molecule,EBI2 antag,CCR6 antag,ATG4B inhibitor,Gli-Sufu block,CXCR6 inh,APJ ag,APJ antagonist,UBC13 polyUb
CC(C(=O)NCC1CCCO1)n1cccc1C(=O)c1ccccc1 (stereo unspecified),-7,-6,13,10,-1,-1,-23,-1
COc1ccccc1C(=O)Nc1ccc2c(c1)OCO2,0,1,7,-66,5,2,9,-1
O=[S@]1Oc2ccccc2-c2ccccc21,4,1,-13,-2,-3,1,24,-3
CCCC(=O)Nc1ccc(C(=O)NN=C(C2CC2)C2CC2)cc1,-8,-13,-12,0,-8,4,-33,7
O=C(NCCOC(=O)c1ccc(S(=O)(=O)N2CCOCC2)cc1)c1cccnc1,0,-6,-14,4,-9,-1,14,10
CCn1c(=O)c2c3c(sc2n2c(SCc4ccc(F)cc4)nnc12)CCCC3,5,20,-5,12,2,2,7,-4
COc1cc(C=O)ccc1OCCSc1ccc(Cl)cc1,-9,1,3,-2,2,1,16,5
COc1ccc(S(=O)(=O)N2CCOCC2)cc1NC(=O)CCc1c[nH]c2ccccc12,1,2,-7,-7,-4,0,1,0
COc1ccc(S(=O)(=O)N2CCCCC2)cc1NC(=O)c1ccc(CS(C)(=O)=O)cc1,7,3,-1,-7,-4,-3,-6,-1
COCC(=O)Nc1ccc(-c2cn3cccnc3n2)cc1,-8,1,3,-6,-1,2,4,21
CN(C[C@H](CC1CCCCC1)N(C[C@H](Cc1ccccc1)N(CCc1ccccc1)N=O)N=O)N=O,27,3,-5,25,8,8,-17,-9
O=C(Cn1nc(-c2ccco2)ccc1=O)Nc1cc(Cl)ccc1Cl,-8,4,3,7,2,-5,-2,4
CCOc1ccc(NC(=O)c2ccco2)cc1S(=O)(=O)N1CCCC1,-9,5,4,-4,-4,-2,7,1
CCN(CC)S(=O)(=O)c1ccc2[nH]c(=O)cc(C(=O)Nc3cccc(C(C)=O)c3)c2c1,4,10,-7,1,10,-3,14,5
C/C(=N\NC(=O)CC1(C)OCCO1)c1cccs1,3,-4,-1,4,2,-2,28,-9

# As a short view, 7 of the compounds above:
Molecule,EBI2 antag,CCR6 antag,ATG4B inhibitor,Gli-Sufu block,CXCR6 inh,APJ ag,APJ antagonist,UBC13 polyUb
CC(C(=O)NCC1CCCO1)n1cccc1C(=O)c1ccccc1 (stereo unspecified),-7,-6,13,10,-1,-1,-23,-1
COc1ccccc1C(=O)Nc1ccc2c(c1)OCO2,0,1,7,-66,5,2,9,-1
O=[S@]1Oc2ccccc2-c2ccccc21,4,1,-13,-2,-3,1,24,-3
CCCC(=O)Nc1ccc(C(=O)NN=C(C2CC2)C2CC2)cc1,-8,-13,-12,0,-8,4,-33,7
O=C(NCCOC(=O)c1ccc(S(=O)(=O)N2CCOCC2)cc1)c1cccnc1,0,-6,-14,4,-9,-1,14,10
CCn1c(=O)c2c3c(sc2n2c(SCc4ccc(F)cc4)nnc12)CCCC3,5,20,-5,12,2,2,7,-4
COc1cc(C=O)ccc1OCCSc1ccc(Cl)cc1,-9,1,3,-2,2,1,16,5

# Remaining list, next part:
Molecule,EBI2 antag,CCR6 antag,ATG4B inhibitor,Gli-Sufu block,CXCR6 inh,APJ ag,APJ antagonist,UBC13 polyUb
CCOC(=O)N1CCN(C(=O)COc2ccc(Br)cc2Cl)CC1,62*,16,-13,-1,6,-1,8,-1
N#Cc1nc(-c2ccc(F)cc2)oc1N1CCC(C(N)=O)CC1,2,11,-4,2,-4,0,-6,7
COC(=O)[C@H](Cc1ccccc1)NC(=O)Cn1cnc(C(=O)Nc2ccc(C)c(C)c2)n1,1,9,-8,-7,-10,nt,nt,nt
Cc1sc2ncnc(OCC(=O)NCC3CCCO3)c2c1C (stereo unspecified),2,-5,-1,4,-6,-1,-5,-7
COc1ccc(-c2nn(-c3ccccc3)cc2C(=O)N2CCOCC2)cc1,0,-1,-6,5,0,-3,13,6
CCCCn1c(N)c(N(CC)C(=O)c2cc(Br)ccc2Cl)c(=O)[nH]c1=O,-11,3,16,-12,2,-3,0,-2
